Source: PubChem BioAssay (National Center for Advancing Translational Sciences (NCATS))
Pf growth 48h – P. falciparum growth inhibition at 48 hours (one generation). 310,000 tested, 5.9% active. P. falciparum luciferase growth in erythrocytes, 48 h. Potency, µM (series often up to 28.7 µM), without a hit: at the top dose activity change, negative = inhibition, usual class: inhibitors. AID 504832; also: potency is read from the fitted curve at half-maximal effect; % is scaled to controls: 0 for no effect and ±100 for the full control effect
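Cell-based growth assay: transgenic P. falciparum expressing firefly luciferase, cultured in red cells within RPMI 1640 containing 0.5% w/v Albumax, 24 mM bicarbonate and gentamycin. A drop in luciferase activity indicates inhibition.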
LmPK inh – LmPK (Leishmania mexicana) enzyme inhibition. Q27686. purified LmPK, Kinase-Glo ATP luminescence, 1 h. Potency, µM (top dose mostly 57.5 µM), without a hit: top-dose activity change, negative = inhibition, usual class: inhibitors. 290,000 tested, 0.37% active. AID 1721; also: potency is read from the fitted curve at half-maximal effect; % is scaled to controls: 0 for no effect and ±100 for the full control effect
Target sequence (Q27686 whole entry, looked up): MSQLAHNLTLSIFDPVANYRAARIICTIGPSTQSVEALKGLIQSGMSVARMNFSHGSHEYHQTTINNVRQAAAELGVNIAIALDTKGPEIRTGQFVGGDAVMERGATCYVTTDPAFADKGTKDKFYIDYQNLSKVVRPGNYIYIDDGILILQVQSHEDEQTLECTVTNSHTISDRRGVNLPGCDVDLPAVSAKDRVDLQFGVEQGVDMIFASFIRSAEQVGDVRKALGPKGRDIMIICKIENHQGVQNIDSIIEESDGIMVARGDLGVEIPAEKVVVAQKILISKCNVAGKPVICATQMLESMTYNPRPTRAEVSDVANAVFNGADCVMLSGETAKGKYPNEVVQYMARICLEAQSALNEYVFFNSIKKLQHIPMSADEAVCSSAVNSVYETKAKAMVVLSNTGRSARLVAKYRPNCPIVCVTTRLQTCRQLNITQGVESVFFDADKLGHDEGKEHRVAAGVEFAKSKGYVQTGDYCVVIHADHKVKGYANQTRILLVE
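Purified LmPK (0.1 nM) converted ADP (0.1 mM) to ATP with PEP (0.5 mM) in imidazole buffer pH 7.2 with KCl and MgCl2, 1 h at room temperature. ATP was read by Kinase-Glo luminescence; data normalized to uninhibited and no-enzyme controls.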
Pf growth 96h – P. falciparum growth inhibition at 96 hours; P. falciparum luciferase reporter growth, 96 h; Potency, µM (top dose mostly 28.7 µM), for inactives: at the highest dose activity change, negative = inhibition, hits mostly inhibitors; 320,000 tested, 6.9% active; also: potency is read from the fitted curve at half-maximal effect; % is scaled to controls: 0 for no effect and ±100 for the full control effect
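Parasite growth measured via integrated firefly luciferase reporter in P. falciparum. Infected erythrocytes at 2% hematocrit, 0.05% parasitemia final were treated 96 hours at 37 C under 5% CO2, and luminescence was read.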
HCV inhibitor – HCV inhibition; Huh7.5.1 HCVcc-Cre infection, luciferase reporter, 44 h; Potency, µM (titrated, usually from 41.8 µM), for inactives: top-dose activity change, negative = inhibition, actives largely listed as inhibitors; 340,000 tested, 3.4% active; also: potency is read from the fitted curve at half-maximal effect; % is scaled to controls: 0 for no effect and ±100 for the full control effect
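A cell-based infection assay in which seeded cells (1,000 per well) receive test compound after 4 h, are inoculated with HCVcc-Cre at approximately 0.5 moi, and are incubated 44 h before luminescence detection.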
CHX counter – affects cycloheximide protein synthesis inhibition readout, counter-screen; cell reporter, cycloheximide protein synthesis inhibition counterscreen; max response, %; 300,000 tested, 12% active; AID 2314; in the data active = max response mostly above about 13%, no sharp cut-off; inactive = mostly below about 14%; also: read at 38.3 µM for the half of the compounds with a filed dose; 0% is about no effect
Shiga toxin inh – inhibitors of Shiga toxin in Vero cells. Vero cells, Shiga toxin protein synthesis inhibition reporter. 290,000 tested, 9.2% active. inhibition, % at 38.7 µM; in the data active = inhibition mostly above about 28%, no sharp cut-off; inactive = mostly below about 43%; also: 0% is about no effect
TbPYK inhibitor – T. brucei pyruvate kinase inhibition; Q57TT1; TbPYK enzyme, Kinase-Glo Plus ATP luminescence, 45 min; Potency, µM (series often up to 76.8 µM), for the others: top-dose activity, negative = inhibition, most hits filed as inhibitors; 410,000 tested, 0.12% active; also: potency is read from the fitted curve at half-maximal effect; % is scaled to controls: 0 for no effect and ±100 for the full control effect; nearly all actives have a fitted effect of over 50% in size
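ADP (130 uM final) triggers the TbPYK reaction after compound addition; incubation is 45 min at room temperature. Kinase-Glo Plus is then added and luminescence imaged. Normalized data are fitted to concentration-effect curves.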
* hit, by the source's call; ? = inconclusive; nt = no result given; & = joins results of further samples; ! = not confirmed by another sample; [ ] = remark or other dose. Unless noted, calls follow the shape of the dose curve; as a rule, active = well fitted curve in the direction sought with a large enough effect; inconclusive = small, poorly fitted or top-dose-only effect, or another doubt; inactive = no such curve, though single readings can be large; an effect the other way counts as inactive or inconclusive.

The line under a structure holds: Pf growth 48h	LmPK inh	Pf growth 96h	HCV inhibitor	CHX counter	Shiga toxin inh	TbPYK inhibitor
> Nc1[nH]c(N=NC(=O)c2ccc(Cl)cc2)c2ccccc12
    54%[activator]	0%	?	7%	32*	95*	-2%
> C/C(=N\Nc1ccc(C(=O)O)cc1)c1ccc2c(c1)Nc1ccccc1S2
    ?	-2%	?	-28%	69*	48*	-18%
> COCCNC(=S)N(CCc1c(C)[nH]c2ccc(OC)cc12)Cc1ccco1
    9.3µM*	0%	245%[activator]	?	-3	13	-4%
> COc1ccc(Cl)cc1NC(=O)C1CCCO1 (stereo unspecified)
    8%	-2%	15%	?	-9	-15	4%
> Cn1cc(Br)c(C(=O)N2CCN(c3cccc(Cl)c3)CC2)n1
    -2%	0%	?	-3%	6	-8	-1%
> Cc1ccc(CN(C(=O)COc2ccc(Br)cc2)C2CCS(=O)(=O)C2)o1 (stereo unspecified)
    -8%	14%	1%	3%	-3	-9	-13%
> CC#CCN1c2ccccc2[C@]23C[C@@H](C(=O)OC)N(C(=O)c4ccco4)C2=NC(C(=O)OC)=C(C(=O)OC)[C@H]13
    32%[activator]	-1%[11.5 µM]	63%[activator]	7%	-5	2	0%
> OC(CN1CCN(C(c2ccccc2)c2ccccc2)CC1)c1ccc(Br)cc1 (stereo unspecified)
    nt	-2%	1.3µM*	?	-4	11	-5%
> CC(C(=O)NC(=O)NCc1ccccc1)N1C(=O)c2ccccc2C1=O (stereo unspecified)
    25%	8%	1%[5.75 µM]	-6%	-2	-10	2%
> CCS(=O)(=O)C(=C1NCCO1)S(=O)(=O)CC
    7%	5%	12%	20%	-1	-5	-10%
> CN(C(=O)Cn1nnc(-c2ccccc2)n1)C1CCS(=O)(=O)C1 (stereo unspecified)
    7%	nt	0%	4%[8.37 µM]	nt	nt	3%
> C=CCOn1c(C)c(C(C)=O)c2c3nonc3ccc21
    13%	-1%	-30%	?	-3	-6	2%
> COc1ccc(S(=O)(=O)N2CCN(C)CC2)cc1C
    nt	-1%	?	15%	-7	-21	-4%
> C=CCn1c(=S)[nH]c2scc(-c3ccc(C)o3)c2c1=O
    27%	5%	15%	25%	9	-4	-24%
> COc1ccc(NC(=O)c2ccc(NC3CC(=O)N(c4ccc(C)cc4C)C3=O)cc2)cc1 (stereo unspecified)
    37%[activator]	-14%	94%[activator]	?	-2	4	-3%
> C=CCn1c(O)c(N=NC(=O)c2cccnc2)c2cc(Br)ccc21
    ?	10%	?	?	-2	-14	-3%
> CCC(C)n1c(-c2cccs2)nc2nc3ccccc3nc21 (stereo unspecified)
    ?	0%	nt	-20%	-2	17	5%
> Cc1cc(/C=C2\C(=N)N3N=C(c4ccco4)SC3=NC2=O)c(C)n1Cc1ccccc1
    ?	-1%	?	12%	0	-2	-1%
> O=C(Cn1cnc2c(cnn2-c2ccc(F)cc2)c1=O)NCCc1ccccc1
    -10%	8%	-7%	-3%	-1	0	3%
> Cc1cccc(CS(=O)(=O)c2ncc(Cl)c(C(=O)Nc3nnc(C(C)C)s3)n2)c1
    ?	4%	?	11µM*	54*	45*	8%&1%

(more compounds)
The line under a structure holds: Pf growth 48h	LmPK inh	Pf growth 96h	HCV inhibitor	CHX counter	Shiga toxin inh	TbPYK inhibitor
> O=C(Cn1ncc2c1-c1ccccc1OC2)Nc1ccc(S(=O)(=O)N2CCCCC2)cc1
    nt	15%	1%	?	-2	-7	5%
> O=C1CC(c2ccco2)Cc2nc(N3CCN(Cc4ccc5c(c4)OCO5)CC3)ncc21 (stereo unspecified)
    1%	0%	nt	6%	-2	-11	-4%
> Cc1ccnc(NC(=O)c2ccccc2[N+](=O)[O-])c1
    46%[activator]	-13%	42%[activator]	-15%	19*	19	-3%
> CN1CC(=O)N(C)c2ncn(Cc3ccccc3)c2C1=O
    26%	2%	8.3µM*	0%	-3	8	-3%
> O=C(Cc1ccc(F)cc1)N(c1ccccc1)C1C=CS(=O)(=O)C1 (stereo unspecified)
    8%	3%	31%[activator]	5%	-2	-14	1%
> O=C(COc1ccccc1)Nc1ccc(S(=O)(=O)N2CCOCC2)cc1
    -27%	-2%	nt	-7%	-1	0	-5%
> COc1cc(C(=O)NCCc2ccc3c(c2)OCCO3)ccc1OCC(=O)N1CCOCC1
    ?	0%	?	-4%	5	6	-1%
> Cc1ccc(C(=O)Nc2cccc(S(=O)(=O)N3CCCCC3)c2)cc1[N+](=O)[O-]
    4.7µM*	nt	8.3µM*	7.1µM*	nt	nt	-2%
> Cn1cc(S(=O)(=O)Cc2ccc(F)cc2)c2ccccc21
    -10%	-4%	41%[activator]	-3%	9	17	-3%
> COc1ccc(CCNC(=O)CSc2nnc3ccc(-c4ccncc4)nn23)cc1
    ?	-2%	?	6%	-3	26	2%
> O=Cc1cn(-c2ccccc2)nc1-c1cc2c(ccc3ccccc32)oc1=O
    nt	6%	nt	18%	-7	-5	-9%
> Nc1nonc1-n1nnc(C(=O)N/N=C/c2ccc(OCc3ccccc3F)cc2)c1CN1CCCCC1
    ?	7%	?	?	-2	12	1%
> COc1cc(S(=O)(=O)N2CCOCC2)ccc1N
    9%	1%	-2%	-3%	-5	-2	6%
> COc1ccccc1-c1nnc(SCC(=O)Nc2ccc(N3CCOCC3)cc2)n1C
    5%	nt	?	21%	nt	nt	-5%
> COc1ccc(NC(=O)NC(c2ccccc2)c2ccccc2)c(OC)c1
    7%	5%	0%	0%	-1	-16	5%
> Nc1c(C(O)(C(F)(F)F)C(F)(F)F)cc(C(O)(C(F)(F)F)C(F)(F)F)c2ccccc12
    9.3µM*	6%	?	?	-1	18	4%
> CCOC(=O)c1[nH]c(C)c(C(=O)NCc2ccc(Cl)cc2)c1C
    ?	9%	?	nt	-2	23	9%
> CC(C)(C)OC(=O)N1CCC(c2c(C(=O)N3CCN(C4CCCCC4)CC3)cnn2-c2ccccc2)CC1
    ?	-6%	?	-5%	1	-22	1%
> C/C(=N\NC(=O)c1nnn(-c2nonc2N)c1CN(C)c1ccccc1)c1ccccc1O
    -10%	1%	?	?	-3	-6	-7%
> Clc1ccc(-c2nnsc2SCc2ccccc2)cc1
    -12%	-3%	-20%	-23%	44*	49*	-3%

As a short view, 9 of the compounds above:
The line under a structure holds: Pf growth 48h	LmPK inh	Pf growth 96h	HCV inhibitor	CHX counter	Shiga toxin inh	TbPYK inhibitor
> Nc1nonc1-n1nnc(C(=O)N/N=C/c2ccc(OCc3ccccc3F)cc2)c1CN1CCCCC1
    ?	7%	?	?	-2	12	1%
> COc1cc(S(=O)(=O)N2CCOCC2)ccc1N
    9%	1%	-2%	-3%	-5	-2	6%
> COc1ccccc1-c1nnc(SCC(=O)Nc2ccc(N3CCOCC3)cc2)n1C
    5%	nt	?	21%	nt	nt	-5%
> COc1ccc(NC(=O)NC(c2ccccc2)c2ccccc2)c(OC)c1
    7%	5%	0%	0%	-1	-16	5%
> Nc1c(C(O)(C(F)(F)F)C(F)(F)F)cc(C(O)(C(F)(F)F)C(F)(F)F)c2ccccc12
    9.3µM*	6%	?	?	-1	18	4%
> CCOC(=O)c1[nH]c(C)c(C(=O)NCc2ccc(Cl)cc2)c1C
    ?	9%	?	nt	-2	23	9%
> CC(C)(C)OC(=O)N1CCC(c2c(C(=O)N3CCN(C4CCCCC4)CC3)cnn2-c2ccccc2)CC1
    ?	-6%	?	-5%	1	-22	1%
> C/C(=N\NC(=O)c1nnn(-c2nonc2N)c1CN(C)c1ccccc1)c1ccccc1O
    -10%	1%	?	?	-3	-6	-7%
> Clc1ccc(-c2nnsc2SCc2ccccc2)cc1
    -12%	-3%	-20%	-23%	44*	49*	-3%

Continuation:
The line under a structure holds: Pf growth 48h	LmPK inh	Pf growth 96h	HCV inhibitor	CHX counter	Shiga toxin inh	TbPYK inhibitor
> CC(=O)Oc1cc(OC(C)=O)c2c(=O)c(-c3ccc4c(c3)OCCCO4)c(C)oc2c1
    -29%	-3%	-9%	-10%	8.3*	16	9%
> COc1ccc(NC(=O)CC23CC4CC(CC(Br)(C4)C2)C3)c(OC)c1
    21%	0%	19%	7%	10	15	-3%
> O=C(CC1Nc2cccc3cccc(c23)NC1=O)Nc1ccc(F)cc1 (stereo unspecified)
    -23%	-2%	1%	4%	1	-15	-2%&-7%
> Cc1ccc2c(c1)c1c3n2CCN(C(=O)CCl)C3CCC1 (stereo unspecified)
    ?	0%	?	22µM*	9.8*	24	0%
> CC(=O)c1ccc(-n2ccnc2)cc1
    14%	-1%	?	4%	9	17	4%
> CSc1ncccc1C(=O)Nc1nc2ccc(S(C)(=O)=O)cc2s1
    3%	-3%	18%	-7%	15	35	1%
> Cc1sc2ccccc2c1CC1=NCCN1
    ?	nt	8.5µM*!	3.2µM*	nt	nt	34%&3%[activator]
> Cc1csc(NC(=O)c2cc3c(C)nn(Cc4ccccc4Cl)c3s2)n1
    ?	-4%	-101%	?	42*	73	-8%
> C=CCn1c(NCc2c[nH]c3ccccc23)nc2ccccc21
    62%[activator]	2%	25%	?	17*	27*	-4%
> CCCCN(CCCC)Cc1ccc(C(=O)NNC(=O)Nc2ccc(Cl)cc2)o1
    19%	1%	-1%	?	1	-5	-10%
> COc1ccccc1C(=O)Oc1cc(N)n(S(=O)(=O)c2ccccc2)n1
    -8%	-3%	15%	3%	-7	8	2%
> CCOc1ccc(CN(C(=O)c2oc3cc(C)ccc3c2C)C2CCS(=O)(=O)C2)cc1 (stereo unspecified)
    nt	3%	?	?	-2	-7	8%
> COc1ccccc1C1=NC(c2ccc(F)cc2)N=C1C (stereo unspecified)
    126%[activator]	0%	226%[activator]	-7%	28*	88*	-3%
> CN1CCN(c2nc3c(c(=O)[nH]c(=O)n3C)n2Cc2ccccc2)CC1
    5%	-4%	0.59µM*	14%	-4	-8	-2%
> CCOC(=O)/C(N=O)=C(\O)C1CCN(C(=O)OCC)CC1
    nt	3%	13µM*	0%	-3	-9	1%

Profiles as entered above. Values in the order: Pf growth 48h, LmPK inh, Pf growth 96h, HCV inhibitor, CHX counter, Shiga toxin inh, TbPYK inhibitor
Record of Cc1csc(NC(=O)c2cc3c(C)nn(Cc4ccccc4Cl)c3s2)n1 : ?, -4%, -101%, ?, 42*, 73, -8%
Record of CC(=O)Oc1cc(OC(C)=O)c2c(=O)c(-c3ccc4c(c3)OCCCO4)c(C)oc2c1 : -29%, -3%, -9%, -10%, 8.3*, 16, 9%

This is a random part of the collection; any-hit rate near 24%.
